Screening results: PubChem, several laboratories
Keap1-Nrf2 PPI = Keap1-Nrf2 protein-protein interaction inhibitors, primary screen, biochemical, fluorescence polarization, single point; Keap1 Kelch-Nrf2 peptide fluorescence polarization, 1536-well; inhibition, % at 9.4 µM; 0.15% of 340,000 active; AID 504523, 2011; in the data active = inhibition above about 12%; inconclusive = no clear call, values can overlap the other calls; inactive = below about 7.3%;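 note: human Keap1 Kelch domain with fluorescein labeled Nrf2 9mer peptide probe; 0% = neutral control wells and 100% = peptide positive control; higher means more block of Keap1 binding to Nrf2 peptide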
RTF Ca sens act = cardiac RTF calcium sensitivity activators, primary screen, biochemical, IANBD-TnC fluorescence, EC20 calcium; activation, % at 7.2 µM; Troponin I, cardiac muscle (Homo sapiens) + Troponin T, cardiac muscle (Homo sapiens) + …; 0.24% of 340,000 active; IANBD-labeled TnC RTF fluorescence at EC20 calcium; 0% EC20 calcium, 100% full calcium;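 active = activation above the mean over all tested compounds plus 3 SD, cut at about 30% in these data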;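 note: rise in fluorescence read as greater calcium sensitivity of cardiac thin filaments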
MOR-DOR inv ag = inverse agonists of MOR-DOR heterodimerization, primary screen, cell-based, luminescence; inhibition, % at 9.3 µM; Mu-type opioid receptor (Homo sapiens) + Delta-type opioid receptor (Homo sapiens), …; cell-based MOR-DOR heterodimer luminescence, inverse agonism; 0.21% of 340,000 active; AID 504357, 2011; in the data active = inhibition above about 22%, passing the limit was not always enough;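 note: 0% = cells with DMSO and 100% = wells without cells with DMSO; values of inactives mirror those of a sister screen read the other way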
Target sequence (P35372 whole entry, looked up): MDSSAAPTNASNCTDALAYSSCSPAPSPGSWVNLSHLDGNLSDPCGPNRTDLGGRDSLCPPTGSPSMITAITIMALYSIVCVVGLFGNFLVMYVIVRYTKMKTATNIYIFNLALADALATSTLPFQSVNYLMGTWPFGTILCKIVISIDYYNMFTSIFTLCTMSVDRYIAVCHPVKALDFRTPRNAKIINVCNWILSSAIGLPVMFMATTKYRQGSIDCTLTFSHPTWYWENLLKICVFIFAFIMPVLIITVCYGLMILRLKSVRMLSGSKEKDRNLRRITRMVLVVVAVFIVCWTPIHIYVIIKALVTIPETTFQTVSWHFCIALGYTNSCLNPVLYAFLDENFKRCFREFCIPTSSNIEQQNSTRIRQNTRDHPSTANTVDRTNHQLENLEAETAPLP
Target sequence (P41143 whole entry, looked up): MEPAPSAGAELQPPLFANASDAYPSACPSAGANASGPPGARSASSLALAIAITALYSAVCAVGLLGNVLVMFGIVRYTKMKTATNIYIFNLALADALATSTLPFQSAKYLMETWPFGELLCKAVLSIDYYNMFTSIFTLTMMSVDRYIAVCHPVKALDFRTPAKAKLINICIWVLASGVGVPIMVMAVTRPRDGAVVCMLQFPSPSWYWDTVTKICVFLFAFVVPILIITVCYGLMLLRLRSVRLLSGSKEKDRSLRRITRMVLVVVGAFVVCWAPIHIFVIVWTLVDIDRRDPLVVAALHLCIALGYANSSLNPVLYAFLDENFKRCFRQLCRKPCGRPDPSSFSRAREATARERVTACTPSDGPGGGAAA
HTR5A inv ctr = HTR5A inverse agonists in luminescence cell assay, primary screen, counter-screen for OPRM1-OPRD1 heterodimer inverse agonist project, full-deck HTS; inhibition, % at 9.3 µM; AID 504634, 2011; 0.083% of 340,000 active; 5-hydroxytryptamine receptor 5A (Homo sapiens), P47898; HTR5A cell line, inverse agonism; in the data active = inhibition mostly above about 23%, no sharp cut-off; inactive = mostly below about 18%;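 note: 0% = cells with DMSO and 100% = no-cell wells with DMSO; some compounds called inactive have numbers as strong as hits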
CAL-PDZ inh HTS = untagged CAL PDZ binding inhibitors, primary screen, biochemical, fluorescence polarization, HTS. purified CAL PDZ, TMR-peptide fluorescence polarization, 1 h. inhibition, % at 24.9 µM. 0.92% of 300,000 active. AID 602252, 2012;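 active = mean inhibition of at least 30% with at least half of replicates also reaching 30%; inconclusive = no clear call, values can overlap the other calls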;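 note: 0% = DMSO neutral control and 100% = excess unlabeled competitor peptide PRC23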
LANA DNA inh = inhibitors of KSHV C-LANA binding to DNA, primary screen, biochemical, fluorescence polarization, FAM-LBS DNA, MBP-C-LANA, single point; Kaposi's sarcoma herpesvirus LANA C-terminal domain (residues 932-1162) DNA binding; inhibition, % at 9 µM; 0.078% of 340,000 active; AID 504423, 2011;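 active = highest replicate inhibition at or above 60% at 9 µM, even if other replicates fall short; inactive = all replicates below 60% inhibition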;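 note: 0% = neutral control wells and 100% = 4 µM acridine orange control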
Cardiac RTF inh = cardiac RTF calcium sensitivity inhibitors, primary screen, biochemical, IANBD-TnC fluorescence, EC70 calcium; Troponin I, cardiac muscle (Homo sapiens) + Troponin T, cardiac muscle (Homo sapiens) + …; IANBD-labeled cardiac RTF, Ca2+ fluorescence; inhibition, % at 7.15 µM; 0.12% of 340,000 active; AID 493244, 2011;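 active = inhibition above the mean inhibition of all tested compounds plus 3 SD, cut at about 17% in these data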;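 note: assay run at fixed EC70 calcium of 1.6 mM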
V-ATPase pH = regulators of yeast V-ATPase proton pumping, primary screen, pHLuorin cytosolic pH fluorescence; AID 504577, 2011; response, % at 10 µM; S. cerevisiae; 0.37% of 350,000 active; in the data active = response mostly above about 7.3%, no sharp cut-off; inactive = mostly below about 5.4%; note: actives read high; inactives centre near 0; some compounds called inactive have numbers as strong as hits; reference of the scale not given here
OPRM1-OPRD1 ag = agonists of OPRM1-OPRD1 heterodimerization, primary screen, cell-based, luminescence. Mu-type opioid receptor (Homo sapiens) + Delta-type opioid receptor (Homo sapiens), …. cells. activation, % at 9.3 µM. 0.3% of 340,000 active; in the data active = activation above about 18%;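 note: 0% = vehicle-treated cells and 100% = reference agonist; values of inactives mirror those of a sister screen read the other way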
HTR5A ag ctr = HTR5A agonists in luminescence cell assay, primary screen, counter-screen for OPRM1-OPRD1 heterodimer agonist project, full-deck HTS. 5-hydroxytryptamine receptor 5A (Homo sapiens), P47898. AID 504692, 2011. activation, % at 9.3 µM. 0.61% of 340,000 active. cell-based; in the data active = activation mostly above about 9.5%, no sharp cut-off; inactive = mostly below about 7.6%;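 note: 0% = cells with vehicle only and 100% = reference agonist; strong numbers were not always called active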
* marks the source's active call; other numbers are inactive results; ? = inconclusive; / = no result given.

SMILES	Keap1-Nrf2 PPI	RTF Ca sens act	MOR-DOR inv ag	HTR5A inv ctr	CAL-PDZ inh HTS	LANA DNA inh	Cardiac RTF inh	V-ATPase pH	OPRM1-OPRD1 ag	HTR5A ag ctr
COc1ccc2oc(C(=O)OCC(=O)N(Cc3ccccc3)C(C)(C)C)c(C)c2c1	0	-7	8	17	-3	-1.0	2	-3	-1.9	-7
CCCCN(C)C(=O)C1CCC(=O)N(c2cc(OC)c(OC)c(OC)c2)C1c1ccc(OC)cc1 (stereo not drawn)	-4	1	6	2	-3	0.3	3	-4	-1.0	0
O=C1NC(=O)C(CC(=O)N(Cc2cccs2)C2(C(=O)NC3CCCCC3)CCCCC2)N1 (stereo not drawn)	-1	3	11	-7	1	-1.4	2	-4	-1.8	3
C/C(=N\NC(=S)NCCc1ccccc1)c1cccs1	-3	7	-20	13	-3	13	-13	1	3.9	8
COc1cccc(CN(C)C(=O)CNC(=O)c2cccs2)c1OC	-8	3	6	-8	-2	-1.0	-6	2	-1.2	-6
Cn1c(Sc2ccc(C(F)(F)F)cc2[N+](=O)[O-])nnc1-c1ccccc1	-2	7	-28	-25	-1	-0.3	-5	1	5.3	10
CC(C)=NOc1nc(N(C)C)nc(N(C)C)n1	2	-7	-17	0	1	-0.2	-2	-3	2.5	2
NNC(=O)/C(=C\c1cccs1)NC(=O)c1ccccc1	-3	9	-5	5	-1	-0.2	-4	0	0.9	-2
CCn1c(=O)cc(N2CCN(Cc3ccccc3)CC2)[nH]c1=O	-10	2	7	2	-6	0.5	-3	0	-1.2	-5
CCCN1CCc2c(sc(NC(=O)Cc3ccc(F)cc3)c2C(N)=O)C1	0	-1	12	10	-4	0.2	1	0	-2.4	3
CCN(CC(=O)Nc1ccccc1OC)C(=O)CSCC(=O)Nc1ccc(OC)cc1	1	-3	0	22	-1	1.6	-17	3	0.0	-8
O=C(CSc1nc2ccsc2c(=O)n1CC1CCC(C(=O)O)CC1)NCCc1ccc(Cl)cc1 (stereo not drawn)	1	6	14	-16	-3	1.2	2	2	-2.7	4
COc1ccc(/C(C)=N/NC(=O)c2cc(C)[nH]n2)c(OC)c1	3	-3	-2	16	1	-0.9	10	-2	0.3	4
Cc1ccc(COC(=O)c2ccc3ccccc3n2)cc1	-4	-3	-14	-18	-6	1.4	-2	2	1.9	0
Nc1nnc(SCn2nnc3ccccc3c2=O)s1	7	-3	13	-3	-1	-0.3	8	2	-2.5	1
CC(Cn1cncn1)NC(=O)c1cc(COc2cccc(C(F)(F)F)c2)on1 (stereo not drawn)	1	2	9	-27	-1	-1.1	5	-1	-1.7	5
Cc1nc(C(=O)NCCC(C)C)sc1C1(C)CC(c2cccc([N+](=O)[O-])c2)=NO1 (stereo not drawn)	-1	-5	6	-1	-4	-0.8	-11	-2	-1.1	1
COc1cccc(NC(=O)CSCC(=O)Nc2ccccc2)c1	3	4	8	-6	/	-2.9	2	9	-1.9	-3
CCc1nn(CC(=O)Nc2ccc(Br)c(C)c2)c(=N)s1	-1	-2	12	-21	2	0.2	-6	2	-2.4	5
CN(Cc1ccccc1)C(=O)c1c[nH]c2ccc(S(=O)(=O)N3CCOCC3)cc2c1=O	-6	2	2	-7	-2	-0.8	-4	0	-0.4	-2
Cc1n[nH]c(C)c1CCN(C)C(=O)C1CCC(=O)N(CC2CCCCC2)C1 (stereo not drawn)	4	1	20	5	-4	2.4	-4	5	-3.7	2
CC(C)CC(=O)Nc1ccc(C(=O)COC(=O)C2CCC2)cc1	-3	7	13	-8	-1	0.5	-4	0	-2.5	2
COc1ccc(CN(C)C(=O)COC(=O)c2c(-c3ccccc3Cl)noc2C)cc1	-4	-2	10	0	/	1.2	18*	2	-1.9	0
COc1cc(NC(=O)CN(c2ccc(C)cc2)S(=O)(=O)c2c(C)n[nH]c2C)cc(OC)c1	2	4	10	8	-2	-0.8	-12	-2	-2.1	-3
O=C(COC(=O)c1ccc(Cl)nc1)NCCNC(=O)COC(=O)c1ccc(Cl)nc1	-5	-5	8	-7	3	-0.4	-12	3	-1.2	2
COc1ccc(/C=N/c2c(-c3ccco3)nc3ccccn23)cc1OC	?	3	-11	-5	-4	3.1	-2	-53	2.2	1
Cc1c(NC(=O)c2ccc(-c3cccc([N+](=O)[O-])c3)o2)c(=O)n(-c2ccccc2)n1C	-4	-5	3	5	-1	3.2	-1	-3	-0.5	-2
CC(=O)N1CC=CC1(CC(C)C)C(=O)NCCc1c[nH]c2ccccc12 (stereo not drawn)	-8	-5	9	-5	-2	-1.0	11	8	-1.5	2
Cc1ccc(CNC(=O)C2CCCN(Cc3cnn(-c4ccccc4)c3-n3cccc3)C2)cc1 (stereo not drawn)	2	1	-26	10	-2	1.0	1	-2	5.3	-4
O=C(Nc1ncc(S(=O)(=O)c2ccc([N+](=O)[O-])cc2)s1)c1ccccc1F	3	-1	-46	-6	/	-2.2	-4	-2	9.0	0

With a hit mark in Cardiac RTF inh, of those listed so far:
compound	Keap1-Nrf2 PPI	RTF Ca sens act	MOR-DOR inv ag	CAL-PDZ inh HTS	LANA DNA inh	Cardiac RTF inh	V-ATPase pH	OPRM1-OPRD1 ag
COc1ccc(CN(C)C(=O)COC(=O)c2c(-c3ccccc3Cl)noc2C)cc1	-4	-2	10	/	1.2	18*	2	-1.9

Carrying on:
SMILES	Keap1-Nrf2 PPI	RTF Ca sens act	MOR-DOR inv ag	HTR5A inv ctr	CAL-PDZ inh HTS	LANA DNA inh	Cardiac RTF inh	V-ATPase pH	OPRM1-OPRD1 ag	HTR5A ag ctr
Cc1c(C)c(C)c(S(=O)(=O)N2CCNCC2)c(C)c1C	-5	14	-8	0	28	1.2	-12	2	1.5	0
O=C(Nc1ccc(-c2nc3ccc(NC(=O)c4cccs4)cc3[nH]2)cc1)c1cccs1	1	-9	-24	-3	0	0.4	0	-25	4.1	-5
CCOC(=O)c1sc(=NC(=O)c2ccc(Br)cc2)n(C)c1C	1	-7	7	-3	/	-0.9	3	4	-1.3	1
CCOC(=O)c1c(NC(=O)CCN2C(=O)c3cccc([N+](=O)[O-])c3C2=O)sc(C(=O)OC(C)C)c1C	2	5	7	-1	-7	1.2	-4	2	-1.4	0
CC1(C)Cc2c(sc3nc(N/N=C/c4ccccc4)[nH]c(=O)c23)CO1	-6	-7	3	13	-10	-0.2	-6	-1	-0.6	-5
O=C(COC(=O)c1ccc(Cl)nc1)NCc1ccc(F)cc1	-6	1	9	-3	-3	2.1	-2	5	-2.4	1
Nn1c(SCC(=O)Nc2ccc3c(c2)OCCO3)nnc1-c1ccccn1	-3	-1	-4	0	-3	-1.4	4	0	0.7	0
Cc1cccc2cc(C#N)c(NCCNC(=O)COc3ccccc3)nc12	-4	6	0	-15	-2	0.0	0	-2	0.1	5
COc1ccc(N(C(=O)CCC(=O)Nc2cc(C)on2)C(C(=O)NC2CCCC2)c2ccco2)cc1 (stereo not drawn)	-4	5	8	-12	5	0.0	-2	-2	-1.5	4
COc1ccc(CNC(=O)COc2ccc(Br)c(C)c2)cc1	-2	6	-3	-12	-5	0.5	-5	-1	0.7	3
CCOc1ccc(CCNC(=O)CN(C)S(=O)(=O)c2ccc3c(c2)CCC(=O)N3)cc1OCC	-2	1	4	0	/	-1.4	-7	-1	-0.8	0
COc1ccc(/C(N)=N/OC(=O)Cc2ccc(C)cc2)cc1	1	-2	-27	-1	0	0.6	-19	-1	3.8	0
COC(=O)c1ccccc1NC(=O)CN(c1c(C)cccc1C)S(C)(=O)=O	1	2	-8	-2	-2	2.1	-13	2	1.8	1
COc1cc(C)c(S(=O)(=O)NCc2ccc3c(c2)OCO3)cc1C	-6	0	-6	-18	1	2.2	4	-2	1.1	-3
Cc1ccc(C(C(=O)NC(C)(C)C)N(CC2CCCO2)C(=O)CCC(=O)Nc2ccccn2)cc1 (stereo not drawn)	-1	-2	3	-10	84*	-1.1	-6	2	-0.6	4
Cc1noc(C)c1COc1ccccc1C(=O)Nc1ccc(C(N)=O)cc1	-2	-5	9	-4	-2	0.1	0	6	-2.4	-6
COc1ccc(/C=C/C(=O)N(C)C2(C)CCS(=O)(=O)C2)cc1 (stereo not drawn)	-3	7	1	3	-4	0.8	-20	-4	-0.2	1
COc1ccc(NC(=O)Nc2ccc3c(c2)N(C)C(=O)CS3)cc1OC	1	8	-7	2	-5	-1.7	-4	1	1.5	-1
CNC(=S)NNc1nc(C)cc(C)n1	1	-1	10	-6	-2	0.4	3	-4	-2.0	2
O=C1c2ccccc2C(=O)N1CCCc1nc(-c2ccc(Cl)cc2)no1	1	-3	9	-16	5	1.1	-13	0	-1.5	6
CC1CCCN(CCCNS(=O)(=O)c2cc(Br)cc3c2N(C(=O)C2CC2)CC3)C1 (stereo not drawn)	-1	-1	-2	9	-3	1.8	-20	-1	0.3	3

An excerpt from above in order of SMILES length, largest number first:
SMILES	Keap1-Nrf2 PPI	RTF Ca sens act	MOR-DOR inv ag	HTR5A inv ctr	CAL-PDZ inh HTS	LANA DNA inh	Cardiac RTF inh	V-ATPase pH	OPRM1-OPRD1 ag	HTR5A ag ctr
Cc1ccc(C(C(=O)NC(C)(C)C)N(CC2CCCO2)C(=O)CCC(=O)Nc2ccccn2)cc1 (stereo not drawn)	-1	-2	3	-10	84*	-1.1	-6	2	-0.6	4
COc1ccc(NC(=O)Nc2ccc3c(c2)N(C)C(=O)CS3)cc1OC	1	8	-7	2	-5	-1.7	-4	1	1.5	-1
Cc1noc(C)c1COc1ccccc1C(=O)Nc1ccc(C(N)=O)cc1	-2	-5	9	-4	-2	0.1	0	6	-2.4	-6
COc1cc(C)c(S(=O)(=O)NCc2ccc3c(c2)OCO3)cc1C	-6	0	-6	-18	1	2.2	4	-2	1.1	-3
CNC(=S)NNc1nc(C)cc(C)n1	1	-1	10	-6	-2	0.4	3	-4	-2.0	2
